Bioassay records as filed in PubChem.
NPYLR7 agonist: mosquito NPYLR7 agonism. HEK293T NPYLR7/Galpha15, GCaMP6s calcium fluorescence. activation, % at 10 µM. actives 0.15% (n = 270,000). AID 1259423; in the data active = activation above about 40%;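 also: 0% = vehicle and 100% = reference agonist at the receptor; some compounds past the cut are filed as inactive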
mcGAS lum: blocks mouse cGAS activity; Q8C6L5; recombinant cGAS, Kinase-Glo ATP depletion luminescence; inhibition, % at 12.5 µM; actives 0.15% (n = 160,000);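 also: 0% = negative control wells and 100% = reference inhibitor with no enzyme activity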
hcGAS inh: blocks human cGAS activity; Q8N884; recombinant h-cGAS, ATP depletion, Kinase-Glo luminescence; inhibition, % at 12.5 µM; actives 0.081% (n = 290,000); AID 1259398;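 also: 0% = vehicle reaction and 100% = reaction without DNA for no activity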
Target sequence (Q8N884 whole entry, looked up): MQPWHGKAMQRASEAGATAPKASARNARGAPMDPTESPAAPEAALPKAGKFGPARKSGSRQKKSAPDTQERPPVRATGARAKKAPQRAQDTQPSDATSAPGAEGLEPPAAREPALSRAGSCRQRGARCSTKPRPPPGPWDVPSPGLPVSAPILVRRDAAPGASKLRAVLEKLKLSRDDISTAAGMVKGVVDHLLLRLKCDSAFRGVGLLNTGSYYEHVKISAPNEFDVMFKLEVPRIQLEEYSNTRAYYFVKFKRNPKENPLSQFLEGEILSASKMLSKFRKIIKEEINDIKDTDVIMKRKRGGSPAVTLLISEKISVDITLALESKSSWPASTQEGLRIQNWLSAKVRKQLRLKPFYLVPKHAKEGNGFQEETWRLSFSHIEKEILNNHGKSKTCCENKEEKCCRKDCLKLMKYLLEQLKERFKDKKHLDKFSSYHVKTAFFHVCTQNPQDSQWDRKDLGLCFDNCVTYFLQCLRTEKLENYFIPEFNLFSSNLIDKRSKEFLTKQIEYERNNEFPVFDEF
* hit, by the source's call; nt = not tested or not shown; & = joins results of further samples. Rule as the data show it, unless noted: active = inhibition above about 40%; inactive = the rest.

Molecule	NPYLR7 agonist	mcGAS lum	hcGAS inh
CCn1nc(C(=O)NNC(=O)c2sccc2C)c2ccccc2c1=O	6	nt	-9
CC(CCn1cccn1)NC(=O)CC12CC3CC(CC(C3)C1)C2 (centres undefined)	-2	nt	-7
CCCC1=NN(C(C)=O)C(C(=O)NN2CCCC2)O1 (centres undefined)	1	nt	-3
CCCCCCC1(C)NC(=O)N(CC(=O)NC(=O)NC2CCCCC2)C1=O (centres undefined)	1	nt	-6
CN1C(=C/C=N\NC(=O)Nc2cccc(C(F)(F)F)c2)C(C)(C)c2ccccc21	-1	-5	-9
CC1CN(C(=O)/C=C/c2nc3ccccc3[nH]c2=O)CC(C)O1 (centres undefined)	18	nt	-13
CCOC(=O)C(C1=CC(=O)C(=O)c2ccc(Br)cc21)=C(C)O	26	nt	9
CCOCCSc1nc(-c2ccccc2C)nc2c1c(=O)n(C)c(=O)n2C	-6	-4	0
Cc1cccc(-n2cc(CN3CCN(C)C(C(=O)O)C3)cn2)c1 (centres undefined)	-1	nt	0
Cc1nn(CC(C)C)c(C)c1CCC(=O)Nc1ncn[nH]1	-2	nt	-2
COC(=O)c1ccc(NC(=O)CCN2CCn3nc(C)cc3C2)cc1	15	nt	-7
COc1ccccc1/C=C/C1=NC(=C\c2ccc(OC)c(OC(C)=O)c2)/C(=O)O1	11	-3	-6
O=C(O)Cc1cccc(OCCCN(Cc2cccc(C(F)(F)F)c2Cl)CC(c2ccccc2)c2ccccc2)c1	-10	nt	-1
Cc1[nH]c(=O)[nH]c(=O)c1Cc1nnc(SCc2c(F)cccc2Cl)o1	2	nt	-9
CCCn1c(N)c(C(=O)COC(=O)Cn2cc(C(F)(F)F)ccc2=O)c(=O)[nH]c1=O	-2	-4	-3
CCOC(=O)C1(Cc2ccccc2C)CCCN(C(=O)CN2CCCCC2=O)C1 (centres undefined)	1&-13	-5	-6&-5
COc1cccc(Cn2ccnc2-c2ccc(C)o2)c1OC	9	-15	-1
CC(=O)OC(C(=O)NCC1Cc2cc(Oc3ccccc3)ccc2O1)c1ccccc1 (centres undefined)	5	-5	-2
Cc1cc2c(cc1O)NC(=O)CC2c1cc2ccccc2n1C (centres undefined)	nt	-10	-9
CNC(=O)C1CCN(Cc2cccc(C(=O)Nc3cnn(C)c3)c2)C1 (centres undefined)	-5	-1	0
O=C(OCC(=O)C12CC3CC(CC(C3)C1)C2)c1ccc2[nH]ncc2c1	2	-17	-7
Cc1cc(C(F)(F)F)c2c(n1)sc1c(O)cc(=O)[nH]c12	-3	nt	11
CCc1ccc(CN2CCCC(C(=O)Nc3ccccc3-c3ccc(OC)cc3)C2)o1 (centres undefined)	2	nt	-7
CC(C)(C)OC(=O)N1CCN(CC(O)CN2CCCC2CO)CC1 (centres undefined)	2	nt	-8
N#Cc1cc2c(=O)n3ccccc3nc2n(-c2ccc(Cl)cc2)c1=O	-10	3	9
COC(=O)c1ccc2oc(=O)n(C3CCN(C(=O)Cc4ccccc4)CC3)c2c1	11	2	2
CC(=O)O[C@@H](C)C(=O)N1CCN(CC(OCc2ccc(C(F)(F)F)cc2)c2ccc(Cl)cc2)CC1 (some centres undefined)	-3	-3	-1
COc1ccccc1N1C(=S)SC2CS(=O)(=O)CC21 (centres undefined)	5&4	-6	-2&-8
Cc1sc2nc(SCC#N)n(Cc3ccco3)c(=O)c2c1C	3	2	2
CCCc1[nH]n(-c2ccc(F)cc2)c(=O)c1C1=C([n+]2cccc(C)c2)C(=O)N(C2CCCCC2)C1=O	-4	-6	-3
COCCOCC(=O)NC1CCc2[nH]c3ccc(Cl)cc3c2C1 (centres undefined)	-2	-5	-3
CC(CCc1c[nH]c2ccccc12)NCc1n[nH]c2c1CCC2 (centres undefined)	1	nt	-4
O=C(NC1CCCCC1)N1CCN(c2cnc3ccccc3n2)CC1	3	nt	-8
CCC(Nc1nc(N(C)C)nc2c1CCNC2)c1nc2ccc(C)cc2[nH]1 (centres undefined)	-4	nt	-12
COc1ccc(C(=O)N2CCC[C@H]2C(=O)OCCc2ccc(OC)c(OC)c2)c(OC)c1	-3	-4	-2
O=S(=O)(NC1CCSc2ccc(F)cc21)c1ccccc1 (centres undefined)	7	-5	-7
CN(Cc1ccsc1)C(=O)C1CCC(=O)N(CCc2ccccn2)C1 (centres undefined)	8&11	nt	-4&-8
COCCN1CCC(CN(C)C(=O)[C@H]2C[C@@H](c3ccccc3)N3CCC[C@H]23)CC1	nt	-5	-11
CC(C)Sc1nnc(C2CC2)n1-c1ccccc1	-2	nt	-6
Cc1nc2sccn2c1CN1CCC(N2CCCC2=O)CC1	-2	1	3
CN(Cc1ccccc1)c1cc(-c2ccccc2)nc(SCc2ccc(C(=O)NCCc3ccccn3)cc2)n1	10	-4	1
CCSc1nnc(NC(=O)CN2CCSC2=O)s1	6	-5	-2
CN(Cc1cnccn1)C(=O)c1ccc2oc(-c3ccc(C(F)(F)F)cc3)nc2c1	5	nt	-7
CCOC(=O)c1c(NC(=O)c2ccc(F)cc2)sc(C(=O)Nc2ccccc2F)c1C	4	2	0
Cc1nc(-c2ccccc2)nc(N2CCN(C(=O)C3CCC3)CC2)c1Cc1c(F)cccc1Cl	0	0	2
COCC1CCCN(Cc2c(C(=O)N(C)Cc3ccccc3)nc3ccccn23)C1 (centres undefined)	0	nt	-2
O=C(COc1ccc(Cl)cc1Cl)Nn1cnc2c(cnn2-c2ccccc2)c1=O	4	nt	-11
Cc1cc(=O)[nH]c(-n2nc(C3CC3)cc2NC(=O)c2ccccc2F)n1	-2	nt	-9
O=C(c1ccccc1N1CCCCC1)N1CCCC2(CCc3ccccc32)C1 (centres undefined)	7	nt	-4
CCCC(NC(=O)c1occc1C)c1nccn1C (centres undefined)	-1	nt	-4

Next part
Molecule	NPYLR7 agonist	mcGAS lum	hcGAS inh
CCN1CCN(C(=O)c2ccc(CSc3nnc(-c4ccccc4Cl)n3-c3ccc(F)cc3)cc2)CC1	-6	-10	-5
O=C(c1ccc(Oc2ccccc2)cc1)C1CCCN(C(=O)CN2CCOC2=O)C1 (centres undefined)	0	-10	-4
C/C(=C\c1ccco1)CN(Cc1ccccn1)CC1CCCO1 (centres undefined)	5	nt	-8
c1ccc(CNCC2CC(c3ccccc3)=NO2)cc1 (centres undefined)	-2	-4	-2
COc1cccc(NC(=O)Nc2ccc(-n3nc(OCc4ccc(F)cc4)nc3-c3ccccc3F)cc2)c1	11	-4	-5
Cc1ccc(NC(=O)CN(Cc2ccco2)C2CCS(=O)(=O)C2)cc1I (centres undefined)	11	-6	-3
COc1cc(C)c(NC(=O)CN2C(=O)NC3(CCCC3)C2=O)cc1OC	3	-6	-2
CCCc1c(C(=O)NCc2ccncc2)cnn1-c1ccc([N+](=O)[O-])cc1	nt	-8	-1
CC1=C(C(=O)OCCOc2ccccc2)C(c2ccccc2[N+](=O)[O-])NC(=O)N1C (centres undefined)	2	0	1
O=C(NCC1CCN(Cc2cccnc2)C1)Nc1ccccc1Cl (centres undefined)	3	nt	-3
COCc1cc(C(=O)N2CC[C@@H](c3sccc3C)[C@H](O)C2)ccc1OC	-1	-12	-8
Cc1cccc(-c2n[nH]c(=S)n2CC(=O)N(C)C(C)c2ccccc2)c1 (centres undefined)	-8	1	7
Cc1ccc(C(=O)Nc2cccc(/C=N\n3c(C)nnc3C)c2)cc1	5	-7	-13
CCOC(=O)/C=C(\C)N1N=C2c3cc(OC)ccc3CCC2C1c1ccc(OC)cc1 (centres undefined)	3	-6	-5
CC(C)(C)c1ccc2c(c1)CCN2C(=O)c1ccc(=O)[nH]n1	18	nt	-6
CC(NC(=O)CC(C)(C(=O)O)c1ccccc1)c1ccc(F)c(F)c1 (centres undefined)	4	nt	-5
COc1ccc(C(=O)Nc2c3c(nn2-c2cccc(C)c2C)CS(=O)C3)cc1 (centres undefined)	6	nt	-2
CN(Cc1nc2cc(C(F)(F)F)ccc2c(=O)[nH]1)c1ccccc1	8	-5	-3
OC[C@H]1O[C@@H](c2nc(-c3nc(-c4cccs4)no3)cs2)C[C@@H]1O	2	-9	-9
O=c1[nH]nc(-c2ccco2)c2sc(N3CCCC3)nc12	-4	nt	-3
CCCCCNC(=O)c1ccc(-n2nc(-c3cccc(Cl)c3)cc2N)cc1	2	-5	-5
CCc1nc2c(OCCC3CCCCC3)cccn2c1N(C)C(C)=O	15	-1	-4
COCC(=O)Nc1cnn(-c2ccc(C(=O)NCCc3ccccc3OC)cc2)c1	-1	-9	-2
O=C(CC1CCCC1)NCCn1nc(-c2ccc(F)cc2)ccc1=O	-4	-7	-4
Cc1ccc(NC(C)(C(=O)NCC(=O)NC(C)C)c2ccccc2)cc1 (centres undefined)	-7	nt	-4
CCOc1cc(S(=O)(=O)NCc2ccc3c(c2)OCO3)c(C)cc1C	5	nt	-3
C/C(=N\Nc1nc(-c2ccccc2)c2cc(Cl)ccc2n1)c1ccc(Br)cc1	20	-7	-6
CCCc1n[nH]c(=S)n1CC(=O)NCc1c(C)cc(C)cc1C	1	nt	1
O=C(CCN(Cc1ccccc1)c1nc(Cc2ccccc2)ns1)N1CCN(c2cccc(Cl)c2)CC1	13	-6	-10
CNC(=O)c1cnc(/C=C/c2ccc(Oc3cnccn3)cc2)s1	4	nt	-7
COC(=O)c1cc(NC(=O)c2ccc(C)o2)cc(C(=O)OC)c1	-4	3	5
CCCCCc1ccc(C(=O)Nc2ccc(-n3nc(OCC(C)C)nc3-c3ccc(Cl)c(Cl)c3)cc2)cc1	24	-5	-1
Cc1ccc2nc(CN(C)C(=O)CCC(=O)NC3CCCCCC3)[nH]c2c1	2	-16	-7
COc1ccc(C2=N/C(=C\C(Cl)=C\c3ccccc3)C(=O)O2)cc1[N+](=O)[O-]	-1	nt	-3
COCCCNCc1cccn1Cc1cccc(F)c1	-6	-6	-7
O=C(c1ccc2c(c1)OCO2)N1CCCC(OCc2cccc(C(F)(F)F)c2)C1 (centres undefined)	-3	nt	8
CCOC(=O)N1CCN(C(=O)CSc2nc(=O)n3cc(C)ccc3n2)CC1	1	-9	-10
CC(CCC(=O)O)[C@H]1CCC2C3C(=O)C[C@@H]4CC(=O)CC[C@]4(C)C3CC(=O)[C@@]21C (some centres undefined)	-1	nt	-6
CCc1c(C)cc(C(=O)NCc2nc3ccc(OC)cc3[nH]2)c(=O)n1C	-2	nt	0
Cn1c(=O)c2c(nc(N3CCCCC3)n2CCSc2nc3ccccc3o2)n(C)c1=O	0	nt	0
COc1cccc(NC(=O)Nc2ccc(-n3nc(OCC(C)C)nc3-c3ccc(C(F)(F)F)cc3)cc2)c1	2	-2	-5
Cc1cccc2c(C(=O)NCc3ccccc3)cc(-c3ccccc3)nc12	-7	-6	-7
O=C1C2=C(C(c3ccccc3)=NCCN2)C(c2ccccc2F)N1c1ccccc1 (centres undefined)	6	nt	-6
COc1ccc(C(C)=O)cc1Cn1c(C)c(C(=O)NCc2cccc(C)c2)sc1=O	9	nt	-8
O=C(c1cccc(F)c1)N1CCC2(CC1)OCc1cc(-c3ccccc3)ccc1O2	-10	-2	5
COCCc1noc(CNC2CCSC2)n1 (centres undefined)	12	nt	-2
CCCCC(O)CN(Cc1c(-c2ccccc2)nn(C)c1Oc1cccc(F)c1)C(C)C (centres undefined)	6	-6	-4
CCCn1cc(C2CCN(S(=O)(=O)c3c(C)cc(C)cc3C)CC2)c2ccccc21	3	-6	-6
Cc1ccc(OCc2nnc(NC(=O)C(C)(C)C)s2)cc1	-1	-6	-2
O=c1[nH]c(CN2CCOCC2)nc2c1C1(CCCC1)Cc1ccccc1-2	32	nt	-2

Exported with each value named: entries from further up.
CC(CCC(=O)O)[C@H]1CCC2C3C(=O)C[C@@H]4CC(=O)CC[C@]4(C)C3CC(=O)[C@@]21C (some centres undefined)
- NPYLR7 agonist: -1
- mcGAS lum: nt
- hcGAS inh: -6

CCc1c(C)cc(C(=O)NCc2nc3ccc(OC)cc3[nH]2)c(=O)n1C
- NPYLR7 agonist: -2
- mcGAS lum: nt
- hcGAS inh: 0

Cn1c(=O)c2c(nc(N3CCCCC3)n2CCSc2nc3ccccc3o2)n(C)c1=O
- NPYLR7 agonist: 0
- mcGAS lum: nt
- hcGAS inh: 0

Going on with the list.
Molecule	NPYLR7 agonist	mcGAS lum	hcGAS inh
O=C(CNC1CC1)N1CCc2sccc2C1c1ccc(Cl)cc1Cl (centres undefined)	-8	-6	-8
CC(C)CCN=C(NC(=O)c1cccs1)OCC(C)C	-6	-3	-4
Nc1ncnc(NC2CCS(=O)(=O)C2)c1[N+](=O)[O-] (centres undefined)	-6	nt	2
COC(=O)c1nnn(-c2ccc(F)c(Cl)c2)c1C(=O)OC	9	-8	-11
CC(=O)Nc1ccc(Cl)c(C(=O)N(C)Cc2ncc(C)[nH]2)c1	6	nt	-6
Cc1cc(N2CCN(c3ccccc3O)CC2)nc(N2CCOCC2)n1	5	-8	-1
CC(C)(C)n1nc2nc(NCc3ccccn3)nc(-c3ccc(F)c(Cl)c3)c2c1N	nt	-3	-3
Cc1ccc2[nH]c(CCCNS(=O)(=O)NCc3ccccc3)nc2c1C	4	nt	-1

Some of the entries above, set out differently:
Results follow in this order: NPYLR7 agonist, mcGAS lum, hcGAS inh
COC(=O)c1nnn(-c2ccc(F)c(Cl)c2)c1C(=O)OC
→ 9, -8, -11
CC(=O)Nc1ccc(Cl)c(C(=O)N(C)Cc2ncc(C)[nH]2)c1
→ 6, nt, -6
